Bioassay records (PubChem)
Pol III holo inh: DNA polymerase III holoenzyme inhibition | 71,000 compounds, 0.25% hits | Potency, µM (top dose mostly 57.1 µM), inactives show top-dose activity change, negative = inhibition | AID 603 | reconstituted DNA polymerase III holoenzyme replication, biochemical; also: potency is read from the fitted curve at half-maximal effect; % is scaled to controls: 0 for no effect and ±100 for the full control effect
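Reconstituted *E. coli* holoenzyme (0.35 nM Pol III, 1 nM beta, 154 nM SSB, 2 nM primase) was preincubated with compound for 15 min at RT. Synthesis on 1.4 nM ssM13Gori ran 35 min, then was stopped with PicoGreen/EDTA and read as dsDNA fluorescence.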
CRE Fsk mod: alters forskolin-stimulated CRE reporter signaling in CHO cells. CHO CRE-bla reporter (cAMP response element driving beta-lactamase), forskolin EC10, beta-lactamase ratio. Potency, µM (highest dose often 38.2 µM), without a hit: at the highest dose activity change, negative = inhibition, hits mostly activators. 71,000 compounds, 2.5% hits. AID 662; active = well fitted activation curve with a large enough effect in the signal ratio, with a control signal flat, not every such curve was filed as active; inconclusive = small, poorly fitted or top-dose-only effect, or effect the other way, or a change in a side signal; the % refers to the signal ratio; also: potency is read from the fitted curve at half-maximal effect; % of control where 0% means no effect
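CRE-bla CHO reporter cells treated with compound titration plus EC10 NKH 477 (water-soluble forskolin), incubated 3 h at 37 °C; CCF4 loading 2 h at room temperature, 460/530 nm emission ratio read, AC50 values derived for positive or negative modulators.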
HADH2 inhib: HADH2 (human) dehydrogenase inhibition. recombinant HADH2, NADH fluorescence, beta-hydroxybutyryl-CoA. Potency, µM (series often up to 57.1 µM), without a hit: at the highest dose activity change, negative = inhibition, actives largely listed as inhibitors. 73,000 compounds, 3.4% hits. AID 886; also: potency is read from the fitted curve at half-maximal effect; % is scaled to controls: 0 for no effect and ±100 for the full control effect; nearly all actives have a fitted effect of over 60% in size; many of its hits are not listed in these tables
Target sequence (Q99714 whole entry, looked up, one chain of several): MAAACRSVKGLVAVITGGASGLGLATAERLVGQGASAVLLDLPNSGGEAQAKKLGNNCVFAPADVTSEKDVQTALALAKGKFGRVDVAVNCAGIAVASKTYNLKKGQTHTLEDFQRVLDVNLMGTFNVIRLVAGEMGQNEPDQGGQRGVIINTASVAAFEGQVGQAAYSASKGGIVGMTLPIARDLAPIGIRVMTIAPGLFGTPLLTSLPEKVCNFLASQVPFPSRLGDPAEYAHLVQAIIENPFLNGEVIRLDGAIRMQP
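NADH fluorescence (ex 360/em 450 nm) read every 30 s for 4 min; activity taken as last-minus-first time point difference. Enzyme 20 nM, NAD+ 1 mM, beta-hydroxybutyryl-CoA 90 uM, pH 9.0 Tris buffer.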
ALOX15 inhib: 15-hLO (ALOX15) enzyme inhibition | AID 887 | purified 15hLO-1, xylenol orange hydroperoxide absorbance | 74,000 compounds, 1.4% hits | P16050 | Potency, µM (top dose mostly 57.1 µM), inactives show at the highest dose activity change, negative = inhibition, most hits filed as inhibitors; also: potency is read from the fitted curve at half-maximal effect; % is scaled to controls: 0 for no effect and ±100 for the full control effect; nearly all actives have a fitted effect of over 55% in size
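Hydroperoxide formed from arachidonic acid (50 uM) by purified human 15hLO-1 (40 nM) oxidizes ferrous iron, and the ferric-xylenol orange complex is read at 573 versus 405 nm. Compounds were preincubated 15 min; reaction ran 6 min at room temperature.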
Ub-GFP proteasome: proteasome inhibitors stabilizing ubiquitin-GFP reporter. Ubiquitin-GFP reporter cells, proteasome inhibition, GFP fluorescence; response scale: untreated = 0%, 10 µM MG-132 = 100%. Potency, µM (doses to about 45.9 µM), for inactives: top-dose activation (GFP accumulation), usual class: activators. 67,000 tested, under 10 active; active = well fitted activation curve with a large enough effect, not every such curve was filed as active; inconclusive = small, poorly fitted or top-dose-only effect, or another doubt; inactive = no such curve, though single readings can be large or run the other way; also: potency is read from the fitted curve at half-maximal effect
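U2OS Ub(G76V)-GFP reporter; O/N plating, 0.5% FBS; cpd 46 uM–2.9 nM, 4 h, 37 °C; GFP+ cell count, 488/515 nm; norm. to basal vs 10 uM MG-132; CRC fit.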
Hsp90 Hop PPI: changes Hsp90-Hop TPR2A binding signal, up or down; AlphaScreen TPR2A-His6 binding biotin-Hsp90 C-terminal peptide; Potency, µM (titrated, usually from 57 µM), inactives show at the top dose activity change, negative = inhibition; 71,000 compounds, 0.44% hits; AID 595; active = well fitted curve in either direction with a large enough effect; inconclusive = small, poorly fitted or top-dose-only effect, or another doubt; also: potency is read from the fitted curve at half-maximal effect; % is scaled to controls: 0 for no effect and ±100 for the full control effect; many of its hits are not listed in these tables
GFP derepression: epigenetic modulators derepressing GFP locus in mouse cells; Potency, µM (highest dose often 46.1 µM), for inactives: at the top dose GFP derepression (activation); mouse C127i GFP locus derepression, cytometry, 30 h; 68,000 compounds, 0.09% hits; also: % of control where 0% means no effect
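Locus derepression in mouse mammary C127i cells whose integrated CMV-GFP reporter is normally silent; GFP expression after 30 h compound treatment was quantified by counting fluorescent cells.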
FLuc inh: inhibitors of firefly luciferase. P08659. purified firefly luciferase, luminescence, 8 min. Potency, µM (series often up to 57.1 µM), inactives show at the top dose activity change, negative = inhibition, usual class: inhibitors. 72,000 compounds, 2.2% hits. AID 411; also: potency is read from the fitted curve at half-maximal effect; % is scaled to controls: 0 for no effect and ±100 for the full control effect; nearly all actives have a fitted effect of over 40% in size
Target sequence (P08659 whole entry, looked up): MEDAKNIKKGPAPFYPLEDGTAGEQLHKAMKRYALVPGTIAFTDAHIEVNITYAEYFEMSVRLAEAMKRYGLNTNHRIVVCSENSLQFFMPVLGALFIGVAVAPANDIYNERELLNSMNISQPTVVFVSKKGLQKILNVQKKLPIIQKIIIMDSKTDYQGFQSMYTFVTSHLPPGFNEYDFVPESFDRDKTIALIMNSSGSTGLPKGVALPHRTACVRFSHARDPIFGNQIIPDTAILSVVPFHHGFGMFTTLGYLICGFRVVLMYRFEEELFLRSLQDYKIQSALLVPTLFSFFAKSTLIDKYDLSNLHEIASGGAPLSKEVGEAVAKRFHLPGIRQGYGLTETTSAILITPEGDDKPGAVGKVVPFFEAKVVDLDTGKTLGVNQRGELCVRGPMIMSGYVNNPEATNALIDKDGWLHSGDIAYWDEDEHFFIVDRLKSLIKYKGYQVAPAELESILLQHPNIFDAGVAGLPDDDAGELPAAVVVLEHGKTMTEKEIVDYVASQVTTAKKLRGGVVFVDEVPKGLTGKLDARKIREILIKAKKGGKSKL
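Substrate buffer containing 10 uM ATP (pH 7.2 imidazole, Mg2+, KCl, detergent, BSA) is dispensed, compound pinned in, then luciferase/luciferin detector mix added. After 8 min at ambient temperature, light output is measured.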
HBB splice mod: modulators of hemoglobin beta chain splicing; AID 925; 65,000 compounds, 0.06% hits; HBB splicing reporter cell assay, activation; EGFP reporter with mutant IVS2-654 intron; response scale: normalised to 500 nM splice-correcting PNA; Potency, µM (doses to about 46.1 µM), for inactives: top-dose activation, usual class: activators; also: potency is read from the fitted curve at half-maximal effect; 0% is about no effect
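HeLa cells stably expressing EGFP interrupted by mutant beta-globin intron 2 (IVS2-654), 500/well in 2% FCS. Treated with compound for 2 days at 37C. Splicing correction scored as total well GFP intensity (488 nm excitation, 500-520 nm emission); 500 nM antisense PNA served as control.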
ERK AVP inh: inhibitors of vasopressin-stimulated ERK signaling pathway. HEK293-V1b, vasopressin-stimulated pERK AlphaScreen. 72,000 compounds, 0.99% hits. Potency, µM (titrated, usually from 57.5 µM), inactives show at the top dose activity, negative = inhibition, hits mostly inhibitors. AID 995; also: potency is read from the fitted curve at half-maximal effect; % is scaled to controls: 0 for no effect and ±100 for the full control effect; nearly all actives have a fitted effect of over 55% in size
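V1b-HEK293 cells; cpd 30 min 37C; 25 nM vasopressin 5 min; lyse 10 min; AlphaScreen beads 5 hr RT. Normalized to DMSO basal and 25 nM vasopressin; AC50 by Hill fit.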
Tau filament bind: tau filament binding; P10636; recombinant tau filaments, thioflavin S fluorescence, 15 h; filaments grown with octadecylsulfate alongside compound; Potency, µM (series often up to 57.1 µM), without a hit: at the top dose activity change, negative = inhibition; 71,000 compounds, 2% hits; AID 596;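 also: potency is read from the fitted curve at half-maximal effect; % is scaled to controls: 0 for no effect and ±100 for the full control effect; actives lower thioflavin S fluorescence by blocking filaments or displacing dye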
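His-tagged recombinant human tau (exons 2, 3 and 10 included), 1 uM, was induced to fibrillize by 30 uM sodium octadecylsulfate with compound present. After 15 h at 37 C, thioflavine S fluorescence (ex 450, em 510 nm) was read.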
The depositor's hits bear a star; ? = inconclusive; · = not tested or not shown; [ ] = another dose, or the depositor's remark. Unless noted, calls follow the shape of the dose curve; as a rule, active = well fitted curve in the direction sought with a large enough effect; inconclusive = small, poorly fitted or top-dose-only effect, or another doubt; inactive = no such curve, though single readings can be large; an effect the other way counts as inactive or inconclusive. Not all compounds are listed (hit frequency here may not be typical).

SMILES	Pol III holo inh	CRE Fsk mod	HADH2 inhib	ALOX15 inhib	Ub-GFP proteasome	Hsp90 Hop PPI	GFP derepression	FLuc inh	HBB splice mod	ERK AVP inh	Tau filament bind
CCCN(S(=O)(=O)c1ccc(OCC)cc1)S(=O)(=O)c1cccs1	-4%	1%	2%	-5%	-2%	?	-1%	8%	0.1%[57.5 µM]	5%	-5%
CC(=O)C1=C(O)C(=O)N(CCc2c[nH]c3ccccc23)C1c1ccc(O)cc1 (centres undefined)	-8%	?	?	22%	-1%	-10%	-1%	1%	1.5%	-5%	-27%
COc1cccc(Nc2ncc3nc(-c4cc(F)cc(F)c4)c(=O)n(C4CC4)c3n2)c1	-6%	?	-4%	-9%	2%	-6%	13%[9.22 µM]	0%[11.4 µM]	0.9%	-10%	19%
CC(=O)N1CCN(C(=O)COc2ccc(Br)cc2)CC1	-2%	0%	17%	9%	-2%	3%	2%	-2%	0.6%[57.5 µM]	5%	11%
CS(=O)(=O)NCCSc1nnnn1-c1ccccc1	-6%	-5%	-5%	-1%	4%	3%	0%	0%	-1.4%	-14%	7%
CC(C)CC(NC(=O)COc1ccccc1)C(=O)O (centres undefined)	-7%	1%	6%	1%	0%	-6%	0%	-1%	-0.8%	13%	-4%
CCOC(=O)C1=C(c2ccccc2)NC(SCC(=O)NC2CCCCC2)=C(C#N)C1c1ccco1 (centres undefined)	-1%	7%	1%	-22%	-2%	-5%	-2%	0%	-0.1%	-18%	16%
O=C(O)COc1cccc(NC(=O)C2CCCO2)c1 (centres undefined)	-3%	4%	3%	4%	-5%	0%	-3%	0%	0.2%	-3%	5%
COc1ccc(C)cc1S(=O)(=O)N1CCN(c2cccc(C(F)(F)F)c2)CC1	-9%	-8%	11%	-13%	1%	?	-2%	2%	-0.7%	32%	-19%
CC(C)CCn1c(N)c(S(=O)(=O)c2cccs2)c2nc3ccccc3nc21	-2%	?	240%[activator]	?	4%	26%	-2%	-6%	-2.6%[57.5 µM]	-17%	-19%
O=C(O)c1coc2ccccc12	1%	-10%	4%	-1%	0%	-1%	0%	-3%	3.3%	3%	-4%
O=C(CCCC(=O)N1CCc2ccccc21)N1CCc2ccccc21	-7%	27%	-6%	-9%	-9%	-7%	3%	-3%	-1.9%	-19%	-5%
O=C1CC(N2CCCN(C3CC(=O)N(c4ccc(F)cc4)C3=O)CC2)C(=O)N1c1ccc(F)cc1 (centres undefined)	-4%	2%	-1%	4%	6%	-3%	-3%	-2%	-0.3%	-6%	-6%
O=C(COC(=O)c1cccs1)c1ccc2c(c1)OCCO2	2%	-2%	8%	-2%	4%	-5%	4%	0.32µM*	0.4%	16%	15%
Cc1ccc(S(=O)(=O)c2c(N)n(CC3CCOC3)c3nc4ccccc4nc23)cc1 (centres undefined)	-4%	?	118%[activator]	?	1%	26%	1%	2%	-0.4%	-16%	0%
O=S(=O)(O)CCN1CCOCC1	-6%	?	1%	0%	9%	-2%	1%	0%	-0.7%	22%	-8%
CC1(C)CC2CC(C)(CN2C(=O)CCCN2C(=O)c3ccccc3C2=O)C1 (centres undefined)	-4%	5%	2%	11%	-6%	1%	-2%	-4%	-2.0%	-28%	-19%
Cc1cc(C)cc(OCc2nnc(SCC(=O)Nc3ccccc3)o2)c1	-3%	-12%	5%	-8%	-3%	-1%	-3%	-1%	-1.1%	8%	34%
Cc1ccccc1C(=O)NC1CCN(Cc2nnnn2Cc2ccc(F)cc2)CC1	-3%	-6%	-14%	8%	5%	-7%	-2%	1%	·	-6%	2%
CC1(C)CC(=O)C=C(Nc2cc(-c3ccccc3)[nH]n2)C1	-6%	-10%	-9%	0%	6%	-1%	0%	-25%	-5.5%	6%	12%
O=C(CC1Sc2ccccc2NC1=O)Nc1cccc(C(=O)O)c1 (centres undefined)	-10%	-7%	-8%	-1%	6%	-2%	·	-1%	0.6%	·	-12%
N/C(=N\c1nc2c(c(=O)[nH]1)CCCC2)Nc1ccccc1	-2%	-6%	11%	9%	13%	-4%	-3%	0%	1.9%	-5%	-1%
COc1cc2c(cc1OC)C(c1cccs1)NCC2 (centres undefined)	-2%	?	2%	-4%	-2%	4%	1%	0%	-0.1%	-4%	-10%
CCCCC(=O)Nc1cccc(-c2nn3c(C)nnc3s2)c1	-5%	?	11%	0%	1%	-5%	-1%	-1%	-1.5%	-24%	0%
COc1cc(C(=O)N(Cc2cc3ccccc3[nH]c2=O)CC2CCCO2)cc(OC)c1OC (centres undefined)	1%	14%	-4%	-8%	1%	-3%	0%	-2%	2.7%[1.84 µM]	-1%	2%
CC(C)CO/N=C1/C[C@@H](O)[C@@H](O)[C@@H]2[C@@H]3C(=O)N(C4CCCCC4)C(=O)[C@H]3CC[C@H]12	·	·	-4%[11.4 µM]	8%[11.4 µM]	·	·	·	3%[11.4 µM]	5.4%[9.22 µM]	14%[11.5 µM]	·
O=C(COC(=O)c1ccc(S(=O)(=O)Nc2ccccc2)cc1)NCCN1C(=O)CSC1=O	-4%	-7%	-13%	2%	3%	-1%	-1%	-33%	-6.4%	10%	-5%
COc1ccc2nc(-c3ccccc3)[nH]c2c1	3%	9%	13µM*	2%	4%	-2%	2%	6.3µM*	0.0%	-12%	8%
CN/S(=N/S(=O)(=O)c1ccccc1)c1ccc(C)cc1 (centres undefined)	-1%	?	0%	15%	·	-4%	0%	4%	0.8%[0.369 µM]	-16%	-14%
Cc1nnc(N(CCC#N)CCC#N)s1	-6%	2%	-4%	6%	2%	-2%	-2%	0%	·	30%[activator]	-2%
Cc1ccc(C(=O)Nc2cccc(C(=O)NCc3ccco3)c2)cc1	-1%	-4%	-2%	-4%	6%	-4%	0%	?	-2.4%	?	10%
Nc1nc(Nc2cccc3ccccc23)nc(C2CCCC2=O)n1 (centres undefined)	21%	17%	1%	7%	-6%	0%	-4%	-1%	4.0%	19%	13%
COc1nc(Nc2cccc(C(F)(F)F)c2)nc(OC)n1	-4%	?	13%	-12%	6%	-2%	-4%	-2%	-0.2%[57.5 µM]	?	1%
O=C(NC12CC3CC(CC(C3)C1)C2)N1CCN(C(=O)C2CCCO2)CC1 (centres undefined)	1%	10%	0%	2%	-2%	-4%	0%	0%	-0.7%	-10%	0%
O=C(Cc1cc(=O)[nH]c(=O)[nH]1)N1CCC(Cc2ccccc2)CC1	-6%	?	-7%	-8%	-4%	-8%	·	10µM*	0.5%	·	25µM*
CSc1cccc(NC(=O)CSc2nnc(C)s2)c1	-10%	-2%	8%	-5%	-9%	-1%	0%	0%	-1.4%	-36%	-3%
COc1ccc(-n2ncc3c(NCc4cccs4)ncnc32)cc1	-3%	?	12%	-2%	-5%	-1%	2%	-28%	-1.4%	-17%	79%
COC(=O)C/C=C\[C@H](C)[C@@H](OCc1ccccc1Br)C(C)C	·	·	-6%[11.4 µM]	2%[11.4 µM]	·	·	·	-1%[11.4 µM]	1.0%[9.22 µM]	14%[11.5 µM]	·
O=c1c(-c2cc(F)cc(F)c2)nc2cnc(N3CCOCC3)nc2n1-c1ccccc1	0%	?	-4%	-7%	-8%	18%	0%[9.22 µM]	0%[11.4 µM]	-0.7%	8%	73%
N#Cc1nc(Cc2ccccc2)oc1N1CCN(c2ccccc2)CC1	5%	19%	1%	-8%	3%	?	2%	4%	6.7%[0.369 µM]	25µM*	5%
CCOC(=O)c1ccc(COC(=O)c2nonc2N)cc1	-2%	2%	11%	3%	-1%	3%	2%	-11%	-0.2%	-2%	16%
CCc1nnc(NC(=O)CSc2nnc(-c3ccccc3NC(=O)c3ccccc3)o2)s1	-8%	?	13%	10%	0%	-10%	-1%	2%	·	5%	-8%
CCCCCCN=CC1=C(O)CC(C)(C)CC1=O	1%	4%	5%	11%	11%	-4%	6%	-2%	0.9%[0.369 µM]	-5%	-11%
